aSyn rescue – qHTS of alpha-syn Inhibitors. hit rate 0.14% among 370,000. Potency, µM (titrated, usually from 46.1 µM), inactives show top-dose growth rescue (activation), most hits filed as activators. AID 652106, 2013. Yeast expressing alpha-synuclein, growth rescue, BacTiter-Glo, 24 h; further: potency means the concentration at half of the fitted maximal effect; % of control where 0% means no effect; nearly all actives have a fitted effect of over 65% in size
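Screening used galactose-induced yeast with toxic alpha-synuclein levels, exposed to compound for 24 hr at 30 deg C. Cell growth, read with BacTiter-Glo luminescence, gave the measured signal.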
Abeta rescue – qHTS for compounds that reverse cellular toxicity of Amyloid beta (A-beta) peptide in yeast: Primary Screen. yeast expressing A-beta42, growth rescue, OD600, 48 h; response scale: 0% DMSO, 100% iron-clioquinol control. Potency, µM (series often up to 46.1 µM), for the others: top-dose growth rescue, hits mostly activators. hit rate 0.063% among 410,000. AID 1347071, 2019; further: potency means the concentration at half of the fitted maximal effect; nearly all actives have a fitted effect of over 55% in size
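Yeast A-beta toxicity model in growth medium with pinned compounds, 48 h at 30 C; growth read as absorbance at 600 nm. Normalized to FeCl3/clioquinol equimolar mix (positive) and DMSO (negative).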
PLK1 PBD inh – qHTS for Inhibitors of PLK1-PDB (polo-like kinase 1 - polo-box domain): Primary Screen; Potency, µM, for the others: max response, negative = inhibition, actives largely listed as inhibitors; hit rate 2.8% among 360,000; Plk1 PBD binding of FITC phosphopeptide, fluorescence polarization; Serine/threonine-protein kinase PLK1 (Homo sapiens), P53350; further: potency means the concentration at half of the fitted maximal effect; series mostly up to about 57 µM; on the % scale 0 is the no-effect control and ±100 the full control effect; nearly all actives have a fitted effect of over 65% in size
Target sequence (P53350 whole entry, looked up, the tested form may be a part): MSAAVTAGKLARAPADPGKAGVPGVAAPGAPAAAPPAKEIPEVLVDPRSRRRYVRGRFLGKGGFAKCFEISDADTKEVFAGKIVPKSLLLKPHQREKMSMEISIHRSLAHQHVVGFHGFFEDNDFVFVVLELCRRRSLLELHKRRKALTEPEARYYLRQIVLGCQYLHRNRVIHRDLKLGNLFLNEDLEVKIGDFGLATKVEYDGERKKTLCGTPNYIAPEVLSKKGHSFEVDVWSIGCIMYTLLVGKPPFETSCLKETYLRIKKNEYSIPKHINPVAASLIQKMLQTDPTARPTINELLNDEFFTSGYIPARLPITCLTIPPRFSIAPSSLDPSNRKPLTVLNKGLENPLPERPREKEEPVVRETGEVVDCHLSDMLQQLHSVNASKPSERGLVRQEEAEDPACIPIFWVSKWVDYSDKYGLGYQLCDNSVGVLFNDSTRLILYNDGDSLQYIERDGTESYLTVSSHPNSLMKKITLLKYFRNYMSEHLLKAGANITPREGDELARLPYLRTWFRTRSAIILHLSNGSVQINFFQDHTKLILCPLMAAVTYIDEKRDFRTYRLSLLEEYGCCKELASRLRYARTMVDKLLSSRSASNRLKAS
IL2 activator – qHTS of IL-2 Activators; hit rate 0.065% among 360,000; IL-2 activation reporter assay, cell-based qHTS; stimulated with anti-CD3/CD4/CD28 beads; in transgenic mouse T cells; AID 652025, 2013; activation, % (series mostly up to about 46 µM); in the data active means activation above about 50%; inconclusive means mostly about 30% to 49%; further: 0% is about no effect
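Readout is EGFP and DsRed signal by fluorescent plate cytometry after 18 h at 37 degrees C. Transgenic mouse T cells (750/well) received compound for 60 min before bead stimulation (anti-CD3, anti-CD4, anti-CD28); memory T cells served as non-tolerant control.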
EPAC1 agonist – qHTS for Agonist of cAMP-regulated guanine nucleotide exchange factor 3 (EPAC1): primary screen; Rap guanine nucleotide exchange factor 3 (Homo sapiens), O95398; EPAC1 agonist qHTS, biochemical assay; response scale: 100% = response to 6.5 mM cAMP; Potency, µM (titrated, usually from 154 µM), without a hit: at the top dose activation, hits mostly activators; hit rate 0.073% among 360,000; further: potency means the concentration at half of the fitted maximal effect; nearly all actives have a fitted effect of over 60% in size
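Normalized to 6.5 mM cAMP, activity reflects EPAC1-catalysed release of BODIPY-GDP from Rap1B, followed kinetically over 30 min at 480 nm excitation, 540 nm emission. Reaction contained 100 nM EPAC1, 250 nM Rap1B-BODIPY-GDP, 50 uM GDP.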
WRN helicase inh – qHTS for Inhibitors of WRN Helicase. Bifunctional 3'-5' exonuclease/ATP-dependent helicase WRN (Homo sapiens), Q14191. WRN helicase unwinding, fluorescent forked duplex, kinetic. Potency, µM (highest dose often 114 µM), for inactives: at the top dose activity change, negative = inhibition, hits mostly inhibitors. hit rate 0.46% among 360,000; further: potency means the concentration at half of the fitted maximal effect; on the % scale 0 is the no-effect control and ±100 the full control effect; nearly all actives have a fitted effect of over 55% in size
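Enzyme (20 nM final) and test compound sit together 15 min at room temperature before substrate addition. Substrate is a single-forked duplex oligonucleotide (100 nM) labelled with fluorophore and quencher, with 2 mM ATP; helicase unwinding raises red fluorescence, read kinetically.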
FUS suppressor – qHTS for Suppressors of FUS Proteinopathy: Primary screen using FUS-linked yeast assay; Potency, µM (highest dose often 76.6 µM), for the others: at the top dose growth rescue (activation), hits mostly activators; hit rate 0.24% among 390,000; S. cerevisiae FUS-expressing, growth rescue, OD600, 24 h;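 further: potency means the concentration at half of the fitted maximal effect; plate controls were DMSO vehicle for no effect and reference control for full effect; nearly all actives have a fitted effect of over 55% in size; some results filed as inactive show a strong effect at the top dose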
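Absorbance at 600 nm, taken 24hr after compound addition, measured rescue of FUS-yeast growth at 30C. Induction used 2% galactose with seeding at OD 0.005. Controls: CP55940 from 92uM final, DMSO only.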
EPAC1 antag – qHTS for Antagonist of cAMP-regulated guanine nucleotide exchange factor 3 (EPAC1): primary screen; Potency, µM (doses to about 115 µM), for inactives: top-dose activity change, negative = inhibition, most hits filed as inhibitors; Rap guanine nucleotide exchange factor 3 (Homo sapiens), O95398; EPAC1 GEF assay, Rap1b-BODIPY-GDP exchange fluorescence; hit rate 0.14% among 360,000;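 further: potency means the concentration at half of the fitted maximal effect; plate controls were vehicle for no effect and positive control for full effect; nearly all actives have a fitted effect of over 50% in size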
PI5P4Ka inh – qHTS for Inhibitors of phosphatidylinositol 5-phosphate 4-kinase (PI5P4K); Phosphatidylinositol 5-phosphate 4-kinase type-2 alpha (Homo sapiens), P48426; PI5P4Kalpha enzyme, ADP-Glo luminescence, 60 min; active compounds read low; hit rate 1.2% among 330,000; max response, %; active means max response of -50% or lower; inconclusive means between -30% and -50%; inactive means -30% or higher; further: value at the top dose of about 77 µM; on the % scale 0 is the no-effect control and ±100 the full control effect
Target sequence (P48426 whole entry, looked up): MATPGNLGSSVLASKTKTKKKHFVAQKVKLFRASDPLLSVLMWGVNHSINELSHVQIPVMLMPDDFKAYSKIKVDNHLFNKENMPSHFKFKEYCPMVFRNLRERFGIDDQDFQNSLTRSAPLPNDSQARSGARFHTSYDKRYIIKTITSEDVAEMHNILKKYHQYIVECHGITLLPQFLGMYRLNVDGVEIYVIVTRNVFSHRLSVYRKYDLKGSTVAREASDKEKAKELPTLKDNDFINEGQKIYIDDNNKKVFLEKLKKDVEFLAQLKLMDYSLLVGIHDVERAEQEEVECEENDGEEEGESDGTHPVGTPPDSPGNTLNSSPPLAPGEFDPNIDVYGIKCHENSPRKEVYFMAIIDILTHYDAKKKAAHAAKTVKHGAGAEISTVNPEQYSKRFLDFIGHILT
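Compounds were pin-transferred onto PI5P4Kalpha and substrate in HEPES pH 7.4 buffer with EGTA, CHAPS and 5% DMSO. ATP (5 microM final) started the reaction, which ran 60 minutes at room temperature before ADP-Glo detection.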
* hit, by the source's call; ? = inconclusive; . = not tested or not shown; & = joins results of further samples; [ ] = dose if it differs, or a comment. Unless noted, the call rests on the fitted dose curve; in most records, active means well fitted curve in the direction sought with a large enough effect; inconclusive means small, poorly fitted or top-dose-only effect, or another doubt; inactive means no such curve, though single readings can be large; an effect the other way counts as inactive or inconclusive. This is a random part of the collection; any-hit rate near 4.1%.

smiles,aSyn rescue,PI5P4Ka inh,IL2 activator,FUS suppressor,Abeta rescue,EPAC1 antag,PLK1 PBD inh,WRN helicase inh,EPAC1 agonist
O=C(COC(=O)c1ccc(F)c(S(=O)(=O)N2CCOCC2)c1)Nc1ccc(Cl)cn1,-2%,2,1.0,10%,-21%,18%,5%,-2%,-12%
CN(C)CC(C)(C)CNS(=O)(=O)c1ccc(Cl)cc1,2%,7,0.5,9%,-1%,-1%,-7%,3%,-3%
O=S(=O)(N/N=C\c1ccccc1O)c1ccc(Cl)cc1,-1%,4,-3.4,20%,14%,13%,-9%,1%,-5%
CCOC(=O)C(C)Oc1nc(Oc2ccccc2)nc(N(C)C)n1 (configuration not stated),2%,5,0.1,11%,3%,-7%,4%,2%,-10%
CC1C(=O)N(Cc2cn(CCC3OCCO3)nn2)CCS(=O)(=O)N1Cc1ccc(-c2ccncc2)cc1 (configuration not stated),5%,-8,-1.9,-2%,-4%,17%,1%,7%,-4%
CC1CCCC(NC(=O)C2CCC(CNc3c(N4CCCC4)c(=O)c3=O)CC2)C1C (configuration not stated),-2%,2,0.4,-13%,2%,3%,-5%,-2%,0%
COc1cccc(-n2nnnc2SCC(=O)c2ccc(NC(C)=O)cc2)c1,1%,.,3.8,31%,-13%,11%,-6%,0%,-2%
Cc1cc(NC(=O)c2cc([N+](=O)[O-])cc([N+](=O)[O-])c2)n(-c2ccccc2)n1,-3%,6,-4.9,.,-14%,-12%,6%,3%,1%
CCCCn1c(SCC(=O)Nc2ccccc2C(F)(F)F)nc2ccsc2c1=O,5%,.,1.5,19%,5%,-6%,0%,-13%,2%
COc1ccc(N2CCN(C(CNC(=O)C(=O)NC3CCCC3)c3ccco3)CC2)cc1 (configuration not stated),1%,8,1.2,12%,-5%,8%,-5%,9%,-2%

Remaining list, next part:
smiles,aSyn rescue,PI5P4Ka inh,IL2 activator,FUS suppressor,Abeta rescue,EPAC1 antag,PLK1 PBD inh,WRN helicase inh,EPAC1 agonist
C[C@@H]1CN[C@@H](CCO)/C1=C\c1ccccc1,-7%,-1,0.5,-14%,-14%,5%,-6%,0%,-17%
O=C(NCc1ccccc1)c1cc(C2COCCN2C(=O)OCCF)on1 (configuration not stated),-1%,1,1.5,-24%,-14%,5%,-1%,-5%,-2%
CC12CCC(=O)N1C(C(=O)NCCN1C(=O)S/C(=C\c3ccccc3F)C1=O)CS2 (configuration not stated),12%,0,7.0,13%,-3%,-25%,-6%,-1%,5%
CCNS(=O)(=O)c1ccc2c3c(cccc13)C(=O)N2,1%,-13,-1.9,0%,-1%,11%,0%,-4%,-7%
Nc1nc2ncc(C(=O)c3cc(Cl)cc(Cl)c3O)cc2s1,10%,-57*,-2.8,30%,6%,-4%,?,?,4%
CC1CCN(Cc2ccc(-c3nnn(CC(=O)NC4CCCCC4)n3)cc2)CC1,6%,-4,-0.6,-24%,0%,13%,-2%,-1%,-2%
COc1nccc(Nc2ccccc2)c1C#N,0%,-9,0.8,10%,-21%,2%,-9%,-26%,9%
COc1ccc(CCNC(=O)c2cc3c(=O)n4cccc(C)c4nc3n(CCCN3CCOCC3)c2=N)cc1,6%,3,0.8,-3%,-20%,-12%,0%,-1%,-8%
O=C(C1CCC(CNc2c(N3CCCC3)c(=O)c2=O)CC1)N1CCc2ccccc21 (configuration not stated),-2%,-6,-0.6,6%,-6%,-25%,-14%,0%,1%
O=C(O)c1ccccc1OCCOc1ccccc1C(=O)O,2%,-2,-1.4,14%,-1%,-7%,2%,-6%,0%

More records:
smiles,aSyn rescue,PI5P4Ka inh,IL2 activator,FUS suppressor,Abeta rescue,EPAC1 antag,PLK1 PBD inh,WRN helicase inh,EPAC1 agonist
Cc1ccc(Cc2nnc3n(-c4cccc(C)c4)nc(C(=O)c4ccccc4)n3c2=O)cc1,.,0,-0.5,-20%,4%,10%,3%,5%,6%
O=C(Nc1cccc(Oc2ccccc2)c1)C1Cc2c(-c3ccccc3)ccnc2O1 (configuration not stated),-7%,-2,-0.7,32%,-12%,-9%,-3%,0%[57.1 µM],0%
CNc1snc(C)c1C(=O)OCC(=O)N(C)c1ccccc1,6%,0,0.5,-13%,15%,2%,-1%,-4%,-4%
N#C/C(=C(/O)COC(=O)CCc1ccc(S(=O)(=O)N2CCOCC2)cc1)c1nc2ccccc2[nH]1,-8%,-52*,-0.9,33%,0%,0%,-4%,-28%,-6%
O=c1c(Cc2ccc(F)cc2)c(O)ccn1CCc1ccccn1,-1%,-1,-0.5,-29%,4%,-9%,1%,-1%,3%
O=C(NN=C1CCCC1)C(=O)Nc1cccc(C(F)(F)F)c1,-3%,3,1.5,-10%,-3%,0%,-6%,-1%,-8%
CSc1ccc(C(=O)C2CCCN(C(=O)c3ccsc3)C2)cc1 (configuration not stated),3%,7,-0.2,14%,-42%[inhibitor],3%,-10%,-4%,4%
Cn1cc(CCCC(=O)NCc2ccc(F)cc2)c2ccccc21,1%,5,2.6,17%&19%,?,-13%,-1%,-14%,14%
O=c1/c(=C\c2ccc(O)cc2)sc2n1C(c1ccccc1)C(c1ccccc1)=NN=2 (configuration not stated),3%,-29,1.0,51%,10%,-1%,9%,-22%,8%
Cc1sc(NC(=O)CSc2nnc(-c3ccccc3)o2)c(C#N)c1C,0%,0,-1.9,11%,11%,0%,0%,-5%,10%

Later entries:
smiles,aSyn rescue,PI5P4Ka inh,IL2 activator,FUS suppressor,Abeta rescue,EPAC1 antag,PLK1 PBD inh,WRN helicase inh,EPAC1 agonist
O=C(Nc1ccc(N2CCN(C(=O)c3ccc(Cl)cc3)CC2)cc1)c1cccs1,1%,0,0.5,-11%,3%,13%,4%,5%,-12%
COc1cccc(N(C(=O)c2ccco2)C(C(=O)NC2CCCC2)c2cccnc2)c1 (configuration not stated),-2%,-9,-0.9,-1%,0%,6%,-9%,0%,-9%
COc1ccc(S(=O)(=O)N(C)CC(=O)NCc2ccco2)cc1Cl,11%,3,-2.8,-9%,1%,4%,-7%,-8%,8%
O=C(Nc1cccc(-c2ccccc2)c1)N1CCN(C(=O)Nc2cccc(-c3ccccc3)c2)CC1,-8%,1,-0.1,5%,-15%,-20%,-8%,-21%,4%
Nc1ccn([C@@H]2O[C@H](CNCc3ccc(C#CCCO)cc3)[C@@H](O)[C@H]2O)c(=O)n1,-1%,1,-0.9,-2%,-10%,-9%,-22%,1%,-5%
Nc1cc(-c2ccc(Cl)cc2)nn1S(=O)(=O)c1cccc2nsnc12,12%,0,-0.3,22%,18%,-6%,-2%,-8%,20%
Cc1ccc(C)c(N(C(=O)CCC(=O)Nc2cc(C)on2)C(C(=O)NC2CCCC2)c2ccco2)c1 (configuration not stated),3%,-28,0.7,20%,11%,18%,3.8µM*,15%,-8%
NNC(=O)c1[nH]c2ccc([N+](=O)[O-])cc2c1-c1ccccc1,-4%,-23,-1.4,3%,-4%,-18%,-8%,-5%,-6%
CCOc1cccc2c1OC1(C)CC2NC(=O)N1c1cccc(C(=O)NCc2ccccn2)c1 (configuration not stated),-2%,-2,0.7,26%,.,4%,2%,3%,-5%
Cc1ccc(S(=O)(=O)N2CCN(C(=O)c3cc(S(=O)(=O)N4CCOCC4)c(Cl)cc3Cl)CC2)cc1,-1%,0,0.5,-3%,3%,-17%,-3%,-10%,6%

(listing goes on)
smiles,aSyn rescue,PI5P4Ka inh,IL2 activator,FUS suppressor,Abeta rescue,EPAC1 antag,PLK1 PBD inh,WRN helicase inh,EPAC1 agonist
CCc1ccc(/C=C2/C(=O)N(CC)C(=S)N2C)s1,-1%,8,-1.4,23%,-4%,5%,24µM*,0%,-24%
CCOc1cccc(NC(=O)C2CC(=O)N(C)C(=Nc3cccc(F)c3)S2)c1 (configuration not stated),?,.,0.2,10%,20%,-13%,2%,-12%,6%
COc1ccc([N+](=O)[O-])cc1N(CC(=O)NCCSc1ccccc1)S(C)(=O)=O,1%,1,0.8,4%,-2%,-13%,-19%,0%,-4%
CC1Cc2ccccc2N1C(=O)CSc1nnc(-c2ccc(S(=O)(=O)N3CCCC3)cc2)o1 (configuration not stated),0%,.,1.9,8%,10%,9%,0%,13%,-4%
COCCNC(=O)C1CCC(CNS(=O)(=O)c2cccc3nsnc23)CC1 (configuration not stated),1%,1,-1.2,-19%,7%,-16%,-9%,-3%,12%
CC(C)C(NS(=O)(=O)c1cccc2nsnc12)C(=O)NC1CCCCC1C (configuration not stated),-4%,0,-1.9,-4%,5%,3%,-11%,3%,-2%
O=C(COc1ccc2ccccc2c1)NN1C(=O)c2ccccc2C1=O,-1%,2,0.3,17%,-8%,-21%,27µM*,-3%,-8%
CCOc1ccc(-n2c(SCC(=O)c3c(N)n(C)c(=O)n(C)c3=O)nnc2-c2cccnc2)cc1,1%,-5,0.2,33%,-3%,-25%,-2%,3%,6%
CCn1cc(CN2CCCC(C(=O)Nc3ccc(-c4cscn4)cc3)C2)c(C)n1 (configuration not stated),1%,0,-0.8,-5%,6%,4%,-7%,-1%,19%
O=C(CN1CCCC1)NN=C(c1ccccc1)c1ccccc1,-4%,0,0.1,-37%,-5%,-7%,-16%,0%,12%
COc1cc(C(c2c(C)[nH][nH]c2=O)c2c(C)[nH][nH]c2=O)cc([N+](=O)[O-])c1O,-13%,-60*,0.4,21%,-13%,-21%,27µM*,-31%,-1%
CCOC(=O)/C(=N\Nc1cc(Cl)ccc1Cl)N1CCN(C)CC1,2%,-2,-3.3,14%,-3%,-9%,0%,1%,-9%

Screening data as filed in PubChem BioAssay.
